Bioassay records as filed in PubChem.
UHRF1 binding – blocks human UHRF1 binding to methylated DNA. 370,000 tested, 0.75% active. AID 687016. UHRF1 binding to methylated oligo, TR-FRET. inhibition, % at 4.4 µM; in the data active = inhibition above about 21%;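 note: UHRF1 SRA domain binding a hemimethylated CpG hairpin DNA probe; 0% = median of test compound wells and 100% = reference inhibitor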
Tn6 DDE FP – inhibitors of Tn6 peptide binding to human fibrin DD(E). P02675. Fibrin DD(E) TRITC-Tn6 fluorescence polarization displacement. inhibition, % at 8.3 µM. 370,000 tested, 0.21% active. AID 720509;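 active = inhibition above a per-campaign cutoff: mean of compounds within control limits plus 3 SD, cut at about 15% in these data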;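 note: 0% = median of all compound wells on the plate and 100% = blocking peptide control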
Target sequence (P02675 whole entry, looked up): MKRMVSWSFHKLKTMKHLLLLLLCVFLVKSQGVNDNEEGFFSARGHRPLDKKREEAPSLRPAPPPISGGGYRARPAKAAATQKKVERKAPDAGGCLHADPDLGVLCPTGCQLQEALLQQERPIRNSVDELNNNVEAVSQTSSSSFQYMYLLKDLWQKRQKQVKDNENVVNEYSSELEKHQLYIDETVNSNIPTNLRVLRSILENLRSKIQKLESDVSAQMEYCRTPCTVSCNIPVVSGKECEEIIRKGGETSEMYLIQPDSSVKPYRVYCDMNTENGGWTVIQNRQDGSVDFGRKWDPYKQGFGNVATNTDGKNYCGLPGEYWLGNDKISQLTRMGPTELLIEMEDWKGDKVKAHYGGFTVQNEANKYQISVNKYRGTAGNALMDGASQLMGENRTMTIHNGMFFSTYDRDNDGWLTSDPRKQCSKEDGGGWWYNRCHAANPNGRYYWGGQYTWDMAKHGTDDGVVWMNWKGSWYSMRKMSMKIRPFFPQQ
proKLK7 act – activators of human kallikrein-7 zymogen; purified proKLK7, EDANS-DABCYL substrate fluorescence; 100% is mature enzyme control, 0% vehicle; P49862; 370,000 tested, 0.9% active; activation, % at 7 µM;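 active = activation above the mean of all tested compounds plus 3 SD, computed per campaign excluding outliers beyond control limits, cut at about 13% in these data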
Target sequence (P49862 whole entry, looked up): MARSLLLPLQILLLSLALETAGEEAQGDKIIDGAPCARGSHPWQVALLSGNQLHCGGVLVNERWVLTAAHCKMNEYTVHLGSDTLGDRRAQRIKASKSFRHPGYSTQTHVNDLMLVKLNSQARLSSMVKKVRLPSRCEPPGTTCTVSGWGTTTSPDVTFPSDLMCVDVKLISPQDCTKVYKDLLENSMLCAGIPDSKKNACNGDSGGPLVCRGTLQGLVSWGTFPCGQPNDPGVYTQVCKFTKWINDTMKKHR
PLCg1 inh – inhibitors of human phospholipase C gamma1; P19174; purified PLC-gamma1, fluorogenic substrate, fluorescence; inhibition, % at 12.2 µM; 370,000 tested, 0.84% active; AID 720700; in the data active = inhibition above about 9.5%
ARFGAP1 inh – inhibitors of rat ARFGAP1. Q62848. Arfgap1-stimulated ARF1 GTP hydrolysis, GDP FP detection. inhibition, % at 16.5 µM. 360,000 tested, 0.26% active;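 active = inhibition above a per-plate limit, mean inhibition of low control wells plus 3 SD, cut at about 25% in these data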;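 note: 0% = DMSO wells with enzyme and 100% = wells lacking Arfgap1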
Target sequence (Q62848 1-136 limits assumed): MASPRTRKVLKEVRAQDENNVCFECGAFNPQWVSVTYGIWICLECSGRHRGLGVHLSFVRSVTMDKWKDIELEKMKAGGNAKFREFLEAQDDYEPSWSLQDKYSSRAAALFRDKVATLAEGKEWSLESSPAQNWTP
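material = rat Arfgap1 catalytic domain, aa 1-136 | also added = human ARF1(Δ1-17)-GTP substrate | compound dosing = one concentration, 16.5 µM, DMSO 1.26% | times = GTP hydrolysis reaction 2 h at 25 °C | measured by = FP, GDP Alexa 633 tracer displaced from anti-GDP antibody, 620/688 nm | evaluation = percent inhibition of Arfgap1-stimulated GTP hydrolysis | replication = single well per compound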
PLC-beta3 inh – blocks human PLC-beta3 enzyme activity; 370,000 tested, 0.18% active; Q01970; AID 720704; Purified PLC-beta3, fluorogenic substrate, fluorescence; inhibition, % at 12.2 µM; in the data active = inhibition above about 11%;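 note: 0% = median of compound wells on plate and 100% = full blocker control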
sPLA2-III inh – Blocks human group III sPLA2 activity. Q9NZ20. QFRET BODIPY PC-A2 liposome hydrolysis, fluorescence. inhibition, % at 12.2 µM. 370,000 tested, 0.56% active;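 active = inhibition above mean plus 3 SD of compounds lying within the high and low control bounds, cut at about 19% in these data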;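 note: 0% = median of test compound wells and 100% = no enzyme DMSO wells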
Rev-erbA mod – modulates human Rev-erb alpha binding to DNA; AID 1259318; activity, % at 10 µM; 370,000 tested, 0.79% active; Rev-erbα–FITC-DNA binding, fluorescence polarization, 90 min;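 active = activity above about 14%, limit read from the data; passing the limit was not always enough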;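 note: 0% = DMSO wells with 35 nM protein and 100% = DMSO wells with 750 nM protein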
ASAP1 GAP inh – inhibitors of human ASAP1 ArfGAP activity | ASAP1-stimulated ARF1 GTP hydrolysis, GDP FP detection | inhibition, % at 16.5 µM | 360,000 tested, 0.19% active | Q9ULH1 | AID 624377; in the data active = inhibition above about 25%;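 note: 0% = vehicle with enzyme and substrate and 100% = no enzyme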
Tn7 DDE FP – DD(E)-Tn7 binding inhibition, primary FP screen. P02675. FP displacement of FITC-Tn7 peptide from fibrin DD(E); 0% = median of compound wells per plate. inhibition, % at 8.3 µM. 370,000 tested, 0.13% active. AID 720508;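 active = inhibition above the mean of compounds falling within the control limits plus 3 SD of them, cut at about 14% in these data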;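 note: 0% = plate median of compound wells and 100% = 10 µM Aha-Tn7 peptide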
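Assay system: human fibrin DD(E). Input: DD(E) 2 µM final. Medium: Tris buffer with calcium and detergent, pH 7.8. Compound dosing: single point at 8.3 µM. Timing: 10 min plus 3 h, room temperature. Technique: fluorescence polarization of the labelled Tn7 tracer. Read-out: percent inhibition. Replicates: singlicate testing.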
An asterisk follows results filed as active; i = inactive; . = no result given.

(1) CC(C)(C)N1C(=O)c2ccccc2NC(=O)C1C(=O)NCCc1ccccc1 (stereo unspecified)
(2) CCCC1CCC2(CC1)CCC2OC(=O)Nc1ccc(C)cc1 (stereo unspecified)
(3) Cc1ccc(C2(C)NC(=O)N(CC(=O)Nc3ccc(-c4nc5ccc(C)cc5s4)cc3)C2=O)cc1 (stereo unspecified)
(4) N/C(=N\OC(=O)COc1ccc(Cl)cc1Cl)c1ccccn1
(5) COc1cccc(/C=C2\N=C(SC)SC2=O)c1OC
(6) CC(C)(C)OC(=O)CC[C@@H](C(=O)N1CCN(C(=O)OC(C)(C)C)CC1)n1cc(C(CO)NC(=O)OC(C)(C)C)nn1 (stereo partly specified)
(7) Cc1ccccc1OCC(=O)NCCC1=CCCCC1
(8) COc1ccc(C(=O)NCCOc2cccc(OC)c2)cc1
(9) O=C(COC(=O)c1cc[n+]([O-])cc1)Nc1ccc2c(c1)OCCO2
(10) O=C(O)c1ccc(S(=O)(=O)NCc2cccnc2)cc1

Compound	1	2	3	4	5	6	7	8	9	10
ASAP1 GAP inh	8	.	-2	-2	-2	5	4	1	-13	1
Rev-erbA mod	0	0	6	-4	-5	-2	2	2	-1	5
Tn6 DDE FP	-2	5	7	2	-1	-7	-6	-5	-3	-3
Tn7 DDE FP	-7	0	0	1	-6	-3	5	-8	3	-4
proKLK7 act	0.8	.	-0.3	-0.4	-0.3	0.1	0.2	1.2	-0.9	-0.6
PLC-beta3 inh	-10	-3	-16	0	-12	2	-4	-2	-2	2
UHRF1 binding	5	-2	-1	-2	1	-1	5	-1	6	7
sPLA2-III inh	8	-10	0	1	3	-1	8	-2	-1	2
ARFGAP1 inh	-6	.	3	5	2	3	16	8	10	11
PLCg1 inh	-9	-2	-14	1	-8	0	2	3	0	7

(11) C(=N\Nc1nc(N2CCCCC2)nc(N2CCCCC2)n1)/c1c[nH]c2ccccc12
(12) COc1ccc(C(=O)NN/C(C)=C/C(=O)c2ccccc2)cc1
(13) COc1ccccc1NC(=O)NCc1ccco1
(14) COc1nc(-c2ccccc2Cl)ccc1C#N
(15) Cc1ccc(OC(=O)N2CCOCC2)cc1
(16) COC(=O)C1=CN(c2cc(C)cc(C)c2)C=C(C(=O)OC)C1c1cccc(F)c1
(17) COc1ccc([C@H]2[C@@H]3C=CCC[C@@]3(C)C(=O)N2Cc2ccccc2)cc1Cl
(18) CCCCC(=O)Nc1ccc(C(=O)N(CC)c2ccccc2C)cc1
(19) O=S(=O)(Nc1ccon1)c1cc(Cl)ccc1Cl
(20) Nc1nc(CSCCO)nc(Nc2ccccc2)n1

Compound	11	12	13	14	15	16	17	18	19	20
ASAP1 GAP inh	12	-4	-4	13	-5	-6	3	-4	3	3
Rev-erbA mod	4	4	-4	2	-2	-1	5	0	4	-2
Tn6 DDE FP	1	-6	6	18*	-1	3	-2	3	-1	-4
Tn7 DDE FP	5	5	4	6	-2	-10	-1	6	-3	0
proKLK7 act	0.0	-0.5	-0.7	0.1	0.3	-2.5	-0.3	-0.2	0.2	0.4
PLC-beta3 inh	3	-3	1	-3	2	-22	-2	-6	-1	2
UHRF1 binding	0	3	5	1	1	0	-3	0	10	2
sPLA2-III inh	-4	12	5	-3	-1	3	2	-5	4	1
ARFGAP1 inh	0	20	-1	-11	8	3	-2	-10	-1	5
PLCg1 inh	1	0	-2	0	3	-9	-4	0	5	1

From no. 11 as far as 15, as listed above:
(11) C(=N\Nc1nc(N2CCCCC2)nc(N2CCCCC2)n1)/c1c[nH]c2ccccc12
(12) COc1ccc(C(=O)NN/C(C)=C/C(=O)c2ccccc2)cc1
(13) COc1ccccc1NC(=O)NCc1ccco1
(14) COc1nc(-c2ccccc2Cl)ccc1C#N
(15) Cc1ccc(OC(=O)N2CCOCC2)cc1

Compound	11	12	13	14	15
ASAP1 GAP inh	12	-4	-4	13	-5
Rev-erbA mod	4	4	-4	2	-2
Tn6 DDE FP	1	-6	6	18*	-1
Tn7 DDE FP	5	5	4	6	-2
proKLK7 act	0.0	-0.5	-0.7	0.1	0.3
PLC-beta3 inh	3	-3	1	-3	2
UHRF1 binding	0	3	5	1	1
sPLA2-III inh	-4	12	5	-3	-1
ARFGAP1 inh	0	20	-1	-11	8
PLCg1 inh	1	0	-2	0	3

Continuation.
(21) CN(CC(=O)N1CCCC1)S(=O)(=O)c1cccc(Cl)c1
(22) OC(COC1CCCCC1)CN1CCCCC1 (stereo unspecified)
(23) Cc1ccc(SCC(=O)OCC(=O)N(CC(C)C)c2c(N)n(Cc3ccccc3)c(=O)[nH]c2=O)c(C)c1
(24) CCOC(=O)N1CCC(NC(=O)C2CCCN(Cc3nc(-c4cccc(C)c4)oc3C)C2)CC1 (stereo unspecified)
(25) COc1ccc(C(Nc2cc(C)ccn2)c2ccc3ccc(C)nc3c2O)cc1 (stereo unspecified)
(26) O=C1Nc2ccccc2N=C(c2ccccc2)C1N(C(=O)c1ccnc2ccccc12)c1ccccc1 (stereo unspecified)
(27) COc1ccc(CC(=O)OCC(=O)Nc2ccc(Cl)c(S(=O)(=O)N(C)C)c2)cc1
(28) CC(Sc1c[nH]c2ccccc12)C(=O)O (stereo unspecified)
(29) CCn1c(SCC(=O)Nc2ccccc2N2CCCCC2)nc2c1c(=O)n(C)c(=O)n2C
(30) N#Cc1c(N2CCN(c3ccc(F)cc3)CC2)nc(N)c2c(N)nc3c(c12)CC(=O)N3C1CC1

Compound	21	22	23	24	25	26	27	28	29	30
ASAP1 GAP inh	7	9	11	7	1	-11	-1	11	0	7
Rev-erbA mod	0	1	0	-2	9	-6	-2	-4	0	11
Tn6 DDE FP	-7	-10	-1	11	2	-4	10	13	-2	-12
Tn7 DDE FP	3	-10	2	7	9	0	13	-6	5	6
proKLK7 act	-0.5	-0.1	-0.7	0.2	0.4	0.4	0.0	0.0	-0.2	-0.5
PLC-beta3 inh	-8	-2	-4	-4	0	-8	-1	-1	-2	-139
UHRF1 binding	4	0	-2	-1	-4	1	1	0	8	-7
sPLA2-III inh	16	-3	-4	-1	7	-13	-13	1	8	14
ARFGAP1 inh	13	-4	-1	-10	-6	-4	-1	-6	4	5
PLCg1 inh	-1	0	2	0	0	-8	0	-1	-2	-90

(31) COc1ccc(CN2CCn3ncc(C(=O)Nc4ccccc4)c3C2=O)cc1
(32) CC(NC(=O)CSc1nc2ccc(N)cc2s1)c1ccccc1 (stereo unspecified)
(33) CC(C)C(NS(=O)(=O)c1ccc2c3c(cccc13)C(=O)N2)C(=O)O (stereo unspecified)
(34) CC(C)NC(=O)C1CCN(C2CCN(C(=O)Cc3ccc4c(c3)OCO4)CC2)CC1
(35) Cc1noc(/C=C/c2ccco2)c1S(=O)(=O)N1CCC(C(=O)N2CCc3ccccc32)CC1
(36) CCCS(=O)(=O)c1c(S(=O)(=O)CCC)c2cc(CC)ccn2c1C(=O)OC
(37) O=C(CSc1nnc(CNc2ccc(F)cc2)n1-c1ccccc1)N1CCOCC1
(38) CC(C)c1ccccc1NC(=S)NCCCn1ccnc1
(39) Cc1ccccc1NC(=S)NCCSc1ccc(Cl)cc1
(40) CCN(CC)S(=O)(=O)c1ccc2c(c1)N(CC(=O)NCCc1ccc(S(N)(=O)=O)cc1)C(=O)CO2

Compound	31	32	33	34	35	36	37	38	39	40
ASAP1 GAP inh	4	7	11	-13	7	-1	-10	2	-5	-7
Rev-erbA mod	4	10	2	-2	-3	1	1	-2	7	-2
Tn6 DDE FP	-4	6	-2	0	-2	3	-4	3	1	2
Tn7 DDE FP	1	-8	2	-2	-5	6	6	6	-1	-11
proKLK7 act	0.0	-0.1	25*	-0.6	-2.6	0.9	-0.4	-0.4	0.5	0.0
PLC-beta3 inh	0	-10	i	1	-28	-34	-1	-2	-5	-5
UHRF1 binding	3	1	0	-3	2	1	0	-3	4	-2
sPLA2-III inh	-4	5	2	-2	3	1	-1	3	8	-4
ARFGAP1 inh	15	-4	-2	0	7	-4	3	-18	-3	10
PLCg1 inh	3	-4	i	-1	-18	-27	-1	3	-1	0

(41) Cc1cccc(C(=O)Nc2ccc3ccccc3c2)c1
(42) Cc1nn(-c2ccccc2)c(N)c1N=Nc1cccc(S(=O)(=O)N2CCOCC2)c1
(43) CCOC(=O)Cn1c(=O)oc2cc(S(=O)(=O)NC(C)(C)CC)ccc21
(44) C/C(=N\NC(=O)c1ccn(C)n1)c1ccco1
(45) CC(OC(=O)/C=C/c1ccc2ccccc2n1)C(=O)NCc1ccccc1 (stereo unspecified)
(46) COc1ccc(C(=O)N/N=C\c2ccc(OC)c(COc3ccccc3Br)c2)c(OC)c1
(47) COc1cc(-c2nnc(COC(=O)CSc3cc(C)c4ccccc4n3)o2)cc(OC)c1OC
(48) COc1ccc(C(=O)Nc2ccc(-c3cn4ccsc4n3)cc2)cc1S(=O)(=O)N1CCOCC1

Compound	41	42	43	44	45	46	47	48
ASAP1 GAP inh	1	5	1	-9	4	4	-1	-5
Rev-erbA mod	-3	-4	1	-3	11	-5	-5	10
Tn6 DDE FP	0	-7	-1	1	-9	-3	2	4
Tn7 DDE FP	-1	2	-4	5	-13	3	1	4
proKLK7 act	0.4	0.3	0.1	0.0	-1.3	-17	0.1	-13
PLC-beta3 inh	-3	-4	-4	-7	1	-22	-11	-10
UHRF1 binding	0	-1	3	-2	1	1	-2	-1
sPLA2-III inh	-8	6	15	8	0	-3	1	-11
ARFGAP1 inh	7	29*	10	5	2	-6	3	-8
PLCg1 inh	-2	4	1	0	0	-15	-8	-6
